ERK EGF inh: inhibitors of EGF-stimulated ERK signaling pathway. Potency, µM (doses to about 11.5 µM), without a hit: at the highest dose activity change, negative = inhibition, usual class: inhibitors. AID 1454. HEK293-V1b, EGF-stimulated phospho-ERK AlphaScreen. actives 0.41% (n = 130,000); active means well fitted inhibition curve with a large enough effect; inconclusive means small, poorly fitted or top-dose-only effect, or effect the other way;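 further: plate controls were stimulated vehicle wells for no effect and unstimulated vehicle basal for full effect; nearly all actives have a fitted effect of over 55% in size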
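V1b-HEK293, 1% FBS o/n; cpd 30 min 37C; EGF 25 nM final, 5 min; lyse 10 min; AlphaScreen beads 5 h RT. Normalized DMSO basal vs EGF max; Hill AC50.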
* marks the source's active call; other numbers are inactive results; ? = inconclusive; & = joins results of further samples; [ ] = another dose, or the depositor's remark. Potency means the concentration at half of the fitted maximal effect. Some of the compounds tested; count on the stated rates, not on these rows.

SMILES	ERK EGF inh
COc1cc(NC(=O)COC(=O)CC(C)(C)C)c(C)cc1[N+](=O)[O-]	-6.0%
CC(=O)CCc1oc2ccccc2c1-c1ccccc1	3.5%[57.5 µM]
O=C(CNCc1ccccc1)Nc1ccccc1-c1ccccc1	-4.6%
Oc1ccccc1N1CCN(c2nc(-c3cccs3)nc3ccccc23)CC1	-4.0%[57.5 µM]
CCOC(=O)CCC(=O)Nc1cccc([N+](=O)[O-])c1	2.6%
O=C(CC1SC(=O)N(Cc2ccc(Cl)cc2)C1=O)Nc1nccs1 (stereo not given)	3.3%
COC(=O)Cn1cc(/C=C(/C#N)C(=O)N2CCOCC2)c2ccccc21	2.9%
CC1CN(C)C(C)C/C1=N/Oc1ccccc1[N+](=O)[O-] (stereo not given)	14.1%
COc1nc(N)c(C#N)c(-c2ccc(N(C)CCC#N)cc2)c1C#N	-1.4%[57.5 µM]
O=C(c1ccccn1)C1CCCN(Cc2nc(Cc3cccc(F)c3)no2)C1 (stereo not given)	-7.3%[57.5 µM]
OCC1(CCOc2ccccc2)CCN(C2Cc3ccccc3C2)CC1	-9.4%
CCC(=O)NC(=S)Nc1ccc(NC(=O)c2ccc(OC)cc2)cc1	?
NC(=O)C(CC(=O)O)NC(=O)[C@@H]1CCCCNc2c(I)cc([N+](=O)[O-])cc2C(=O)N[C@@H](CO)C(=O)NCC(=O)N1 (stereo not given in full)	-5.2%
Cc1ccc2nc(-c3cccs3)oc(=O)c2c1	12.9%
S=C(NCC1CCCO1)N1CCN(Cc2ccccc2Cl)CC1 (stereo not given)	6.1%
Cc1ccc(NC2CC(=O)N(c3cccc([N+](=O)[O-])c3)C2=O)cc1 (stereo not given)	-6.6%
COc1ccc(N2CCN(C(=S)NCc3ccccc3)CC2)cc1	-5.4%[57.5 µM]
COc1ccc(-c2csc3nc(-c4cccnc4)nc(N4CCC(C(N)=O)CC4)c23)cc1OC	-7.5%
CCCCNC(=O)CC1S/C(=N/N=C/c2ccc(OC)cc2)NC1=O (stereo not given)	-0.7%
CCC1C(=O)N=C(SCC(=O)Nc2ccccc2)NC1=O (stereo not given)	6.5%

Another view of 2 compounds above:
| canonical_smiles | ERK EGF inh |
| --- | --- |
| COc1ccc(N2CCN(C(=S)NCc3ccccc3)CC2)cc1 | -5.4%[57.5 µM] |
| COc1ccc(-c2csc3nc(-c4cccnc4)nc(N4CCC(C(N)=O)CC4)c23)cc1OC | -7.5% |

Later entries:
SMILES	ERK EGF inh
Cc1ccccc1OCC(=O)Nc1nnc(-c2ccncc2)s1	1.6%[57.5 µM]
CCOCCOC(=O)C(C)Oc1ccc(Oc2nc(Cl)ccc2Cl)cc1 (stereo not given)	0.4%
COC(=O)Cn1c(C(=O)N(C)C)cc2c1C[C@H]1CN(C(=O)c3ccccc3)[C@@](Cc3ccc(OC)cc3)(C(=O)OC)[C@@H]21	-5.6%
Cc1ccc(S(=O)(=O)N(C)C)cc1NC(=S)NC1CCCC(C)C1C (stereo not given)	2.8%
O=[N+]([O-])c1ccc(N2CCOCC2)cc1SCc1ccco1	-2.1%
CCN(CC)CCOc1ccc(Br)cc1	-4.6%
O=C(O)c1ccc2c(c1)C(=O)N(c1cccc(-c3nc4ccccc4s3)c1)C2=O	-11.0%
COc1ccc(NC(=O)C2CCN(C(=O)Cc3ccccc3)CC2)c(OC)c1	-0.4%
COc1ccc(OC)c(CN2CCN(CCc3ccccc3)C(CCO)C2)c1 (stereo not given)	-8.5%
S=C(Nc1ccccc1)c1ccccn1	10.8%[57.5 µM]
CC(=O)Nc1ccc(S(=O)(=O)Nc2nc3ccccc3nc2Nc2cccc(O)c2)cc1	-26.0%[57.5 µM]
CC(C)N(Cc1nc(-c2ccc(Cl)cc2)no1)Cc1nccn1C	-6.6%
O=C1OC(/C=C/c2ccc(Cl)cc2)=NC/1=C/c1ccco1	-5.1%
Cc1ccc(NC(=S)NCc2ccco2)c(C)c1	-0.6%[57.5 µM]
O=C(Nc1cc(S(=O)(=O)N2CCCCC2)ccc1N1CCCCC1)C1CC1	-1.7%[57.5 µM]
CNS(=O)(=O)c1cccc(C(=O)OCC(=O)Nc2ccccc2F)c1	5.0%
COc1cc(NC(=S)N2CCCCC2C)c(OC)cc1Cl (stereo not given)	-63.1%
CCc1cc2c(=O)c(-c3cnn(-c4ccccc4)c3)c(C)oc2cc1OCC(=O)Nc1ccc(F)c(F)c1	4.9%
CC1CCN(C(=O)c2ccc(CSc3nc4ccncc4n3Cc3ccc(F)cc3)cc2)CC1	6.3%
O=C(c1ccc(COc2ccc(Cl)cc2)cc1)N1CCCCC1	-6.6%
COc1ccc(C2=NNC(=O)CC2)cc1	3.5%
Cc1ccccc1NC(=O)Cn1c(NCC(C)O)nc2ccccc21 (stereo not given)	-4.7%
O=C(COC(=O)C12CC3CC(CC(C3)C1)C2)Nc1nccs1	1.6%
Cc1cccc(NC(=O)COC(=O)c2cccc3c2C(=O)c2ccccc2C3=O)c1C	-0.1%
O=C(c1ccccc1)N(C1=NCCCCS1)c1ccccc1	26.8%
COc1cccc(COCC(O)Cn2cnc3cc(C)c(C)cc32)c1 (stereo not given)	-0.9%
NC(=O)c1nnsc1Sc1c(C(N)=O)nnn1-c1cccc(N)c1	11.0%
CCOc1ccccc1NC(=O)C(=O)N/N=C/c1ccc([N+](=O)[O-])cc1	5.2%
Oc1ccc(Cl)cc1CNn1cnnc1	0.8%
CC1(C)Cc2c(cnn2-c2ccccc2)-c2c1c1ccccc1n2CC(O)CCl (stereo not given)	-7.1%
c1ccc2c(N3CCOCC3)nc(N3CCOCC3)nc2c1	3.7%
Cc1ccc(CNC(=O)[C@H](C)[C@H]2C[C@]2(C)[C@H](NC(=O)OCc2ccccc2)c2ccccc2)o1	-1.1%&8.7%
Cc1cc(=O)oc2cc(OCc3ccc(C(=O)OCC(=O)Nc4ccccc4OC(F)F)cc3)ccc12	3.0%
CCOc1cc(/C=N\NC(=O)CC(=O)NCCc2ccccc2)ccc1O	-0.1%
O=C(CCSc1ccccc1Cl)Nc1cccc([N+](=O)[O-])c1	?
Fc1ccc(NC(=S)N2CCc3ccccc3C2)c(F)c1	-15.0%
O=C(O)CSc1ncccn1	6.4%
Cc1cccc(OCC(=O)N/N=C/c2cc([N+](=O)[O-])ccc2N2CCOCC2)c1	6.0%
Cc1ccccc1NC(=S)NCc1ccc(Cl)cc1	8.7%
O=C(NNS(=O)(=O)c1ccccc1)c1ccc(O)cc1	16.4%
CC(C)(C)C(=O)N/C(N)=N/c1nc2ccccc2o1	11.9%[57.5 µM]
COc1ccc(S(=O)(=O)Nc2cccnc2)cc1	-4.5%[57.5 µM]
COC(=O)C1CCN(C(=O)COC(=O)CCc2nc3ccccc3c(=O)[nH]2)CC1	3.2%
O=C(COC(=O)CNC(=O)c1ccco1)NCc1ccc(F)cc1	-7.2%
CC(C)CCNC(=O)c1onc(CSc2ccc(Cl)cc2)c1C(=O)NCCC(C)C	0.0%[57.5 µM]
COc1cc(C)ccc1OCCOCCOc1ccccc1[N+](=O)[O-]	4.7%
O=C(Nc1ccccc1-c1nnn(CC(=O)N2CCCc3ccccc32)n1)c1ccc(Cl)cc1	6.1%
CC(C)(C)OC(=O)C(Cc1ccc(OC(C)(C)C)cc1)NC(=O)CNC(=O)OCc1ccccc1 (stereo not given)	4.6%
CCOC(=O)CCNC(=O)N1CCCC(CNS(=O)(=O)c2cccs2)C1 (stereo not given)	-3.7%
NS(=O)(=O)c1ccc(CCNC(=O)COC(=O)CCSc2ccc(Cl)cc2)cc1	19.4%
Later entries:
SMILES	ERK EGF inh
Fc1ccccc1OCC1CCCN(Cc2nc(CC3CC3)no2)C1 (stereo not given)	-3.1%
N#C/C(=C\c1cccnc1)c1ccc(Br)cc1	0.3%[57.5 µM]
Cc1c(N)cccc1-n1cnnn1	0.4%
Cc1cccc(CN2CCNC2=O)c1	-11.4%[57.5 µM]
O=C(c1cc2cc([N+](=O)[O-])ccc2oc1=O)N1CCN(C2CCCCC2)CC1	-6.4%
Cc1c(C(=O)NC(=S)Nc2ccc(N3CCOCC3)cc2)cccc1[N+](=O)[O-]	1.1%
COc1ccc(CC(=O)OCC(=O)NCc2ccc(Cl)cc2)cc1	-3.3%
NNC(=O)c1cc2cc3ccccc3nc2s1	7.9%
CCOC(=O)c1c(C)[nH]c(C)c1C(=O)CSc1nc2ccccc2c(=O)n1-c1ccc(F)cc1	2.5%
CCCCn1nc(C(=O)OCC(=O)Nc2sccc2C(N)=O)c2ccccc2c1=O	3.2%

7 compounds drawn at random from the list so far, as already listed:
SMILES	ERK EGF inh
O=C(c1ccc(COc2ccc(Cl)cc2)cc1)N1CCCCC1	-6.6%
Cc1cccc(OCC(=O)N/N=C/c2cc([N+](=O)[O-])ccc2N2CCOCC2)c1	6.0%
O=C(O)c1ccc2c(c1)C(=O)N(c1cccc(-c3nc4ccccc4s3)c1)C2=O	-11.0%
Cc1cccc(CN2CCNC2=O)c1	-11.4%[57.5 µM]
COc1cc(C)ccc1OCCOCCOc1ccccc1[N+](=O)[O-]	4.7%
Oc1ccc(Cl)cc1CNn1cnnc1	0.8%
Cc1ccccc1OCC(=O)Nc1nnc(-c2ccncc2)s1	1.6%[57.5 µM]

Next section:
SMILES	ERK EGF inh
Nc1ccc2oc(-c3ccccn3)nc2c1	-1.6%
COc1ccc(CN(C)C(=O)CCl)cc1	-4.9%
CC(C)COc1ccc(-c2cc(C(=O)NN)[nH]n2)cc1	-2.7%
CCOC(=O)C1(CCOc2ccccc2)CCN(Cc2cccc3c2OCO3)CC1	-4.0%
COc1cc(S(=O)(=O)Nc2ccc(C)cc2)ccc1N=Cc1c(C)c(C#N)c(=O)n(C)c1O	1.0%
Cc1nc(-c2cccc(Cl)c2)n[nH]1	-1.7%[57.5 µM]
CCOC(=O)C1CCCN(C(=O)c2ccc(Cl)cc2)C1 (stereo not given)	-3.8%
N#CC(C#N)=C1C(=O)N(CCN2CCOCC2)c2ccccc21	-6.3%[57.5 µM]
COc1ccc(CCNc2cc(C)nc3c(-c4ccc(Cl)cc4)cnn23)cc1OC	-5.8%
CCNC(=O)COC(=O)c1cccc(Br)c1	?

Continued (3 carried over from the part before).
SMILES	ERK EGF inh
N#CC(C#N)=C1C(=O)N(CCN2CCOCC2)c2ccccc21	-6.3%[57.5 µM]
COc1ccc(CCNc2cc(C)nc3c(-c4ccc(Cl)cc4)cnn23)cc1OC	-5.8%
CCNC(=O)COC(=O)c1cccc(Br)c1	?
CC1=CC(C)C2(COC(=O)Nc3ccccc3)COC(C)C1C2C (stereo not given)	-1.0%
Cn1cccc1/C=C1\SC(=S)N(NC(=O)c2ccccc2)C1=O	?
O=C(CCCN1C(=O)/C(=C\c2cccc(Br)c2)SC1=S)Nc1cccnc1	?
Cc1ccc2nsnc2c1NC(=O)c1sc2ccccc2c1Cl	5.6%
Cc1cc(C)cc(N2CC(O)=C(c3nc4ccccc4c(=O)[nH]3)C2=N)c1	-8.3%
Cc1ccc(C)c(NC(=S)N(C2CCCCC2)C(C)c2cccnc2)c1 (stereo not given)	-9.1%[57.5 µM]
O=C(COC(=O)CCCSc1nc2ccccc2[nH]1)Nc1ccc(Cl)cc1	1.6%
CC(C)CCN1CCN(Cc2ccsc2)CC1CCO (stereo not given)	-10.4%
COc1ccc(/C=N/NC(=O)c2ccncc2)cc1CSc1nc2ccccc2s1	8.6%
COc1cccc(CNC(=O)CCC2CCCN(C3CCOCC3)C2)c1 (stereo not given)	8.2%
CC(C)CC(c1nnnn1CC1CCCO1)N1CCN(c2cccc(Cl)c2)CC1 (stereo not given)	7.3%
O=C(C1CCN(S(=O)(=O)N2CCOCC2)CC1)N1CCN(c2ccccc2F)CC1	-0.8%
CS(=O)(=O)N(C(=O)NC(=O)NC12CC3CC(CC(C3)C1)C2)C1CCCCC1	0.1%
O=C(c1cccc(Oc2ccccc2)c1)N1CCN(c2ccccn2)CC1	0.2%
CC(C)c1ccc(N=C2NN=C(c3cccs3)CS2)cc1	2.9%
Cc1ccc(-c2nnc(SCC(=O)Nc3cccc(C(=O)N4CCOCC4)c3)n2C)cc1	-8.1%
CC(CC(=O)N1CCN(c2ccccc2)CC1)c1ccccc1 (stereo not given)	7.8%
Cc1cc(C(F)(F)F)n(-c2nc(C(=O)NNS(=O)(=O)c3ccccc3[N+](=O)[O-])cs2)n1	-12.2%
CN1CCN(C(=O)C2=C[C@@H](c3ccc(C(F)(F)F)cc3)C[C@@H](OCc3ccc(CO)cc3)O2)CC1	-0.5%[57.5 µM]
COc1ccc(NC(=O)Cn2c(=O)n(-c3ccc(OC)cc3OC)c(=O)c3c(C)c(C)sc32)cc1	7.8%
Cc1nc(C(=O)Nc2ccc(Cl)cc2)sc1C1(C)CC(c2ccccc2)=NO1 (stereo not given)	-9.9%[57.5 µM]
CC12COC3(P(=O)(c4ccccc4)c4ccccc4)CC1CCC23CP(=O)(c1ccccc1)c1ccccc1 (stereo not given)	0.4%
O=C(O)c1ccc(N/N=C/c2cccc3nccnc23)cc1	-3.8%[57.5 µM]
CCOCCCNC(=O)CCC(=O)NNc1nc2ccccc2c2nc(C)nn12	-0.6%
COc1ccc(OC)c(N/C(=N/C(=S)Nc2ccccc2)Nc2nc(C)cc(C)n2)c1	-16.0%[57.5 µM]
CCn1c(SCC(=O)N2c3ccccc3CCc3ccccc32)nnc1-c1ccc(OC)cc1	29.0%
Cc1nn2c(C)c(C(=O)Nc3ccccc3)cnc2c1-c1ccccc1	0.2%[57.5 µM]
COC(=O)c1c(NC(C)=O)sc(C(=O)Nc2ccccc2OC)c1C	1.3%
Oc1cccc2ccc[n+](CC(O)Cn3c4ccccc4c4ccccc43)c12 (stereo not given)	?
O=C(COC(=O)c1ccccc1C(=O)c1ccc(Cl)cc1)NCc1ccccc1	-13.8%
CC(=O)c1c(N2CCN(Cc3ccccc3)CC2)nc(=S)n(Cc2ccccc2)c1C	-0.4%
CC(=O)N1CCN(C(=S)Nc2ccc(SC(F)F)cc2)CC1	-2.1%
Cn1cc(C=O)c2cc(S(=O)(=O)N3CCOCC3)ccc21	-4.9%

Screening data from PubChem.
